# Source: PubChem
# Rac1 mut GTP = alters GTP binding to activated mutant human Rac1; P63000; GST-Rac1 activated beads, fluorescent GTP binding, flow cytometry; actives lie on both sides; 100% means binding = to untreated wells; percent activity (GTP binding), % at 10 µM; 190,000 tested, 0.11% active; AID 764;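 active = GTP binding at least 20 percentage points away from the 100% baseline, in either direction, so actives lie on both sides; inconclusive = Compound likely fluorescent itself, or too few beads counted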
# Pf gametocyte = kills late stage P. falciparum gametocytes; P. falciparum stage V gametocytes, ATP luminescence, 24 h; inhibition, % at 10.9 µM; AID 743093; 150,000 tested, 0.065% active;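 active = inhibition above the mean plus 3 SD of compounds within the control limits, set per campaign, cut at about 38% in these data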;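 note: 0% = DMSO wells and 100% = medium only without gametocytes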
# HRas wt GTP = modulators of GTP binding to human HRas wildtype; P01112; GST-Ras wt beads, Bodipy-FL-GTP binding, flow cytometry; actives lie on both sides; GTP binding activity, % at 10 µM; 190,000 tested, 0.14% active; AID 759;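 active = GTP binding activity at least 20% away from the 100% baseline, either lowered as inhibitor or raised as activator; inconclusive = flagged as likely green fluorescent, judged across all proteins in the well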;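 note: 0% = unlabeled GTP competition control and 100% = no-compound control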
# Target sequence (P01112 whole entry, looked up): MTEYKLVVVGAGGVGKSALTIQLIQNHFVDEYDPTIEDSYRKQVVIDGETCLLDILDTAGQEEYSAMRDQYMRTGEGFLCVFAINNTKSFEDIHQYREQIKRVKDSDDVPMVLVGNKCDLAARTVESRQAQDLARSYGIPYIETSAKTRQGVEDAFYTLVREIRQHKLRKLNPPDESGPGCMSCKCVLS
# Rab2 wt GTP = changes GTP binding to wildtype dog Rab2A, up or down. GTP binding activity, % at 10 µM. 190,000 tested, 0.19% active. GST-Rab2 wt beads, Bodipy-GTP binding, flow cytometry. AID 760;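 active = GTP binding activity at least 20 points away from 100%, either lowered or raised; inconclusive = signal likely due to the compound's own green fluorescence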;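 note: 0% = beads with excess unlabeled GTP and 100% = no-compound control corrected for plate trend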
# Mcl1-Noxa inh = Mcl-1/Noxa interaction inhibition | TR-FRET Mcl-1/Noxa peptide binding, 2 h | inhibition, % at 21.7 µM | 220,000 tested, 1.5% active | AID 1022;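 active = compounds that cut the protein-peptide binding signal by more than 50% relative to plate controls in a single-dose test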;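 note: His-tagged Mcl-1 with rhodamine Noxa BH3 peptide and terbium anti-His antibody; 0% = Mcl-1 plus Noxa peptide wells and 100% = peptide-only wells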
# Rab7 wt modul = alters GTP binding to wildtype dog Rab7; GST-Rab7 beads, fluorescent GTP binding, flow cytometry; actives lie on both sides; untreated = 100%, excess cold GTP = 0%; GTP binding activity (percent of control), % at 10 µM; 190,000 tested, 0.055% active; AID 758;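 active = fluorescent GTP binding to Rab7 beads changed by at least 20 points from the 100% baseline, either direction, mostly lower; inconclusive = compound itself probably fluorescent, or too few beads counted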;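 note: median green fluorescence of bound Bodipy-FL-GTP per Rab7 bead population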
# Mcl-1 Bim block = inhibitors of Bim-Mcl-1 interaction, human. Q07820. 190,000 tested, 0.1% active. inhibition, % at 10 µM. Bead-based flow cytometry, Bim peptide-Mcl-1 binding; in the data active = inhibition above about 40%;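 note: 0% = no compound tracer wells and 100% = peptide blocker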
# Cdc42 wt GTP = modulators (inhibitors or activators) of GTP binding to human Cdc42 wildtype; percent activity (GTP binding), % at 10 µM; AID 761; P60953; 190,000 tested, 0.2% active; GST-Cdc42 beads, Bodipy-GTP binding, flow cytometry; actives lie on both sides;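 active = percent activity GTP binding at least 20 points away from the 100% baseline, either down as inhibitor or up as activator; inconclusive = compound flagged as likely green fluorescent from well-wide comparison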;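 note: median bead fluorescence of bound Bodipy-FL-GTP at 100 nM; 0% = excess unlabeled GTP control and 100% = no compound control; below 100% means less GTP binding so inhibitor and above means activator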
# Target sequence (P60953 whole entry, looked up): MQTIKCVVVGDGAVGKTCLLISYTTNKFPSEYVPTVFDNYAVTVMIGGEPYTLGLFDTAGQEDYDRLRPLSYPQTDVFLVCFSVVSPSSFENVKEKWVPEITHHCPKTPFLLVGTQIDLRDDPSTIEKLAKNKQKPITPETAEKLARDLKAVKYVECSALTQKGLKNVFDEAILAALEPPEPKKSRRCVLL
# Rac1 wt GTP bind = modulators of human Rac1 wildtype GTP binding. AID 757. GTP binding activity (% of control), % at 10 µM. GST-Rac1 beads, fluorescent GTP binding, flow cytometry; actives lie on both sides; 0 = cold GTP competed, 100 = untreated. 190,000 tested, 0.27% active. P63000;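 active = GTP binding activity at least 20 points away from the 100% control level, either lower or higher; inconclusive = compound flagged as likely green fluorescent, judged across all proteins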
# RGS8-Gao reg = human RGS8-Galphao interaction regulation; P09471; multiplexed bead flow cytometry, RGS8-Galphao binding; actives lie on both sides; response (percent of control binding), % at 10 µM; 220,000 tested, 0.34% active; AID 1423; in the data active = response below about 60% or above about 140%; inactive = in between;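 note: Galphao activated as the GDP aluminium fluoride complex binding bead-coupled RGS8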
# Target sequence (P09471 whole entry, looked up): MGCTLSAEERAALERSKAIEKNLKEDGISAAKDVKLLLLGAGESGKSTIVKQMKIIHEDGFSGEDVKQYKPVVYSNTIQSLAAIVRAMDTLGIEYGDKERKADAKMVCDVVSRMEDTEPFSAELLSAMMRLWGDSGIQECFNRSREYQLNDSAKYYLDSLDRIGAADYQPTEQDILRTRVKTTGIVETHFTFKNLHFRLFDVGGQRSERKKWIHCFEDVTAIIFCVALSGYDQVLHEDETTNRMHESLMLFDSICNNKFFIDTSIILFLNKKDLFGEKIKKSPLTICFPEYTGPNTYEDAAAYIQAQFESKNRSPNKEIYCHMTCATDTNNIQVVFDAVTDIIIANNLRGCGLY
# Mcl1 Bid PPI = disrupts binding of human Mcl-1 to Bid peptide; Q07820; TR-FRET Mcl-1/Bid-Dy647 peptide binding, 1536-well; inhibition, % at 21.7 µM; 220,000 tested, 0.97% active;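 active = compounds that cut the binding signal by more than half at the single screening dose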;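 note: His-tagged Mcl-1 with europium anti-His antibody binding Bid BH3 peptide; 0% = Mcl-1 plus peptide wells and 100% = peptide-only wells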
# * marks the source's active call; other numbers are inactive results; ? = inconclusive; · = no result given; & = joins results of further samples. This is a random part of the collection. About 2.9% of those tested had a hit in this group.
SMILES,Rac1 mut GTP,Pf gametocyte,HRas wt GTP,Rab2 wt GTP,Mcl1-Noxa inh,Rab7 wt modul,Mcl-1 Bim block,Cdc42 wt GTP,Rac1 wt GTP bind,RGS8-Gao reg,Mcl1 Bid PPI
N#C/C(=N\Nc1cccc(Cl)c1)C(=O)c1ccccc1,96,·,96,97,24,96,-3,97,101,109,32
Fc1ccccc1/C=N/Nc1nc(N2CCCCC2)nc(N2CCCCC2)n1,92,·,90,93,-12,92,-2,93,94,107,-19
CCNC(=O)OCC12CC3CC(CC(C3)C1)C2,100,2,100,101,19,100,-4,103,101,99,0
COC(=O)C1=C(C)N(c2ccc(OC)c(OC)c2)C(=O)C1,96,·,96,97,-5,102,0,96,99,100,-6
CCc1sc2nc(SCC(=O)Nc3cc(C)on3)n(-c3cccc(OC)c3)c(=O)c2c1C,100,·,102,103,-8,98,-1,104,102,100,-27
O=C(CSc1nc2c(cnn2-c2ccc(F)cc2)c(=O)[nH]1)N1CCCc2ccccc21,96,·,97,98,-1,98,0,99,101,101,94*
CCCc1nc2oc3c(NCc4ccccn4)ncnc3c2c2c1COC(C)(C)C2,100,·,101,100,-1,96,-1,100,99,99,-6
COc1cc(CO)cc(Br)c1OCC(=O)O,98,·,97,97,-9,96,-2,98,97,99,-18
Cc1cc(C)cc(C(=O)N2CCN=C2SCc2ccc([N+](=O)[O-])cc2)c1,101,13,100,100,-14,100,0,103,104,103,-4
Cc1ccccc1-n1c(SCC(=O)NCc2cccs2)nnc1-c1ccncc1,98,·,98,99,12,98,-2,99,101,103,-2
CC(=O)Nc1ccccc1-c1ccc(C)o1,100,·,102,101,40,100,-3,106,104,103,-32
OC(CNCc1ccc(F)cc1)(c1ccccc1)c1ccc(F)cc1 (stereo not given),95,-9,101,98,6,97,1,99,103,103,-8
Cc1c(C(=O)N(C)C)sc(NC(=O)c2cc([N+](=O)[O-])cc([N+](=O)[O-])c2)c1C#N,100,·,98,98,3,97,-1,105,101,99,-23
CCOc1ccccc1NC(=O)C(=O)/C=C(\O)c1cc(OC)ccc1OC,95,·,99,96,-18,98,-1,97,101,98,-9
CC(=O)N1C(C)c2ccccc2C(C)(C)CC12CCCCC2 (stereo not given),101,8,100,100,-5,98,4,101,104,112,-17
Cc1nc(N2CCCCC2)sc1C(=O)c1cccc([N+](=O)[O-])c1,93,·,96,97,0,99,0,93,96,101,-27
CCOC(=O)NC(=S)Nc1cccc(NC(=S)NC(=O)OCC)c1,97,·,99,99,-26,100,-2,96,99,99,-17
Cc1ccc(/C=N/n2c(C)nc3ccccc3c2=O)o1,97,-2,101,102,12,108,0,99,104,97,-27
N#CCC(=N)N1CCN(c2ccc(F)cc2)CC1,94,15,91,90,9,89,-2,91,95,100,-28
CCN1CCN(CC(=O)Nc2sc3c(c2C#N)CCC3)CC1,96,9,99,100,3,102,2,101,102,98,-45
O=C(NNC1CC(=O)N(c2ccc(Cl)cc2)C1=O)c1ccccc1Cl (stereo not given),100,-5,100,98,35,102,0,97,102,103,3
Clc1cccc(OCc2nc(-c3ccncc3)no2)c1,94,-3,98,97,8,98,0,95,99,101,-4
COc1ccc(/C=C/C(=O)OCC(=O)Nc2cc(C(N)=O)cc(C(N)=O)c2)cc1,93,-2,91,93,21,102,1,92,88,101,-25
O=S(=O)(Nc1nc2ccccc2nc1Nc1cccc(S(=O)(=O)N2CCCCC2)c1)c1ccccc1,93,-5,94,93,23,95,3,95,97,101,9
CCCCOC(=O)c1ccc(NC(=O)C(=O)NCc2ccncc2)cc1,98,·,97,97,10,100,-8,102,102,98,-1
O=C(NC1CCN(Cc2ccccc2)CC1)C1CCCN(c2nnc(-n3cccc3)s2)C1 (stereo not given),96,·,98,97,17,101,1,96,96,102,-19
Cc1onc(C(=O)N2CCN(c3ccccc3F)CC2)c1-c1ccccc1Cl,97,0,98,97,-8,98,-3,98,98,107,8
O=C(NCc1ccc(F)cc1)c1ccc(S(=O)(=O)Nc2cccc(C(F)(F)F)c2)cc1,95,-33,97,97,29,97,-2,96,100,85,27
CCSc1cc(C2C(C#N)=C(N)OC(C)=C2C(=O)OC)c(C)o1 (stereo not given),98,·,99,100,22,98,-3,103,102,100,-40
Cc1cc(=O)oc2cc(NC(=O)c3cc([N+](=O)[O-])ccc3N3CCOCC3)ccc12,92,-14,89,87,15,96,1,87,94,100,-26
O=c1c2ccc(Cl)cc2[nH]c(=S)n1Cc1cccnc1,100,-4,103,101,-57,98,0,101,100,99,44
CC(C(=O)N1CCN(C=O)CC1)N1C(=O)c2ccccc2C1=O (stereo not given),96,15,102,100,6,100,0,102,98,101,6
C=CCNC(=O)Nc1ccc(OCC)cc1,99,-6,103,103,8,104,0,102,102,105,-1
c1cnc2c(c1)ccc1cccnc12,95&98,-32,100&100,99&101,-36&-73,102&100,-3&0,99&100,96&105,96&100,-60&-27
Cc1ccc(S(=O)(=O)Oc2ccc(C)cc2/C=N/N=C2\NC(=O)C(C)S2)cc1 (stereo not given),99,·,99,101,11,95,-14,100,105,99,16
CCC12CN3CCN(CC(C3)/C1=N\NC(=O)c1ccc(Cl)cc1)C2,97,-7,101,99,-3,100,0,98,103,97,-41
COc1ccccc1-n1cnnc1SCC(=O)Nc1nc(C)c(Cl)cc1Cl,100,·,101,102,6,101,0,103,107,102,0
CCCCNC(=O)N1CCN(Cc2cccc(F)c2)CC1,96,14,96,96,8,92,-2,98,99,98,-24
CCC(C)NC(=O)CN(c1ccc2c(c1)OCO2)S(=O)(=O)c1c(C)n[nH]c1C (stereo not given),101,·,101,103,8,101,-1,103,106,105,-13
Cc1ccc(/C=N/NC(=S)NC2CCS(=O)(=O)C2)cc1 (stereo not given),100,6,102,102,1,102,-3,101,104,106,-5
Cc1cccc(OCC(O)CN2C(C)(C)CC(O)CC2(C)C)c1 (stereo not given),?,·,?,?,-10,?,-1,?,?,100,-15
CCOC(=O)c1ccc2c(c1)nc(SCC(=O)N1CCCCC1)n2CC,101,·,99,97,6,94,0,101,102,102,-12
Cc1ccc(-c2noc(CCCN3C(=O)c4ccccc4C3=O)n2)cc1,100,13,101,99,-9,98,0,100,102,103,-11
COc1ccc(NC(=S)Nc2ccccc2C(F)(F)F)cc1,95,6,98,99,31,100,0,97,101,102,-32
Cn1c(=O)cc(OCC(=O)Nc2ccccn2)c2ccccc21,98,19,98,99,16,101,0,99,101,101,7
CCN(CC)c1ccc(N2C(=O)/C(=C\c3cccs3)SC2=S)cc1,96,-23,99,98,9,99,0,102,100,·,9
CCn1c(NCc2cc(OC)ccc2OC)nc2ccccc21,92,-4,92,91,·,92,-5,97,90,100,-14
COc1ccc(Cl)cc1-n1c(C)cc(C(=O)OCC(=O)N2CC(=O)Nc3ccccc32)c1C,102,-3,103,98,-2,102,-23,99,107,101,-22
Clc1cccc(Nc2c3c(nc4ncnn24)CCC3)c1,100,·,100,101,-3,102,-3,99,104,102,-10
COc1ccc(N2CCN(C(=O)c3ccc(F)cc3)CC2)c([N+](=O)[O-])c1,92,10,99,100,-6,106,0,96,101,102,-26
COc1cc(S(=O)(=O)N2CCCCC2)ccc1NC=O,97,·,100,102,2,103,-1,100,100,102,2
COC(=O)c1ccccc1NC(=O)Nc1cc(C)cc(C)n1,99,7,101,102,-1,102,0,103,104,103,3
O=C(c1ccccc1)N(c1ccccc1)C1C=CS(=O)(=O)C1 (stereo not given),98,25,102,99,-3,106,0,101,106,102,-16
O=C(/C=C/c1ccco1)Nc1ccccn1,100,·,99,102,-6,97,1,102,101,96,-29
Cc1ccc(CNC(=O)/C=C/c2c(Cl)cccc2Cl)cc1,100,4,100,100,15,97,0,100,99,101,-1
COCCn1nnnc1C(c1cccs1)N1CCN(c2nc3ccccc3s2)CC1 (stereo not given),93,6,94,91,-14,91,-2,92,93,103,8
COc1cc(OC)c(C(=O)Nc2ccc(S(=O)(=O)Nc3ncccn3)cc2)cc1OC,93,·,96,94,17,92,0,98,95,105,-10
C#CCn1c(=NC(=O)c2ccc(Cl)s2)sc2cccc(OC)c21,96,·,96,100,22,98,2,99,99,107,39
CC(NC(=O)C1CCCN(S(=O)(=O)c2cnc[nH]2)C1)c1ccccc1 (stereo not given),99,·,102,101,6,101,3,105,105,102,-12
O=C(c1csc2c1CCCC2)N1CCN(c2ccccc2)CC1,98,·,101,96,10,99,-1,97,102,100,-49
# Other compounds:
SMILES,Rac1 mut GTP,Pf gametocyte,HRas wt GTP,Rab2 wt GTP,Mcl1-Noxa inh,Rab7 wt modul,Mcl-1 Bim block,Cdc42 wt GTP,Rac1 wt GTP bind,RGS8-Gao reg,Mcl1 Bid PPI
C=CCn1c(COc2cccc(C)c2C)nnc1SCC(=O)N1CCN(c2ccccc2)CC1,98,14,101,99,8,101,-1,100,101,91,-79
COc1ccc(N2CCN(Cc3nc(-c4ccc(Cl)cc4Cl)no3)CC2)cc1,95,·,96,93,56*,98,-1,95,99,103,-79
CC(C(=O)Nc1ccc(F)c(F)c1F)N(C)CC(=O)Nc1ccccc1Br (stereo not given),98,·,99,97,9,100,0,100,104,100,5
CCCC(=O)NC(=S)Nc1ccccc1N1CCOCC1,100,-5,101,99,9,100,0,98,100,95,-42
O=S(=O)(Nc1cccc(-c2ccc3nncn3n2)c1)c1ccc(Cl)s1,93,-19,96,96,14,104,0,95,99,102,-1
CC(C)(C)c1ccccc1OCCOCCNCc1ccccc1,102,12,105,105,34,100,-3,104,107,102,18
CSc1ccc(CN2CCN(CC=C(C)C)C(CCO)C2)cc1 (stereo not given),98,5,94,97,-7,94,-3,96,98,100,-11
CCN(CCCNC(=O)CCn1c(=O)[nH]c2ccccc2c1=O)c1ccccc1,98,-29,102,101,20,101,0,100,101,99,-119
COc1ccc(CC2(CO)CCN(Cc3ccncc3)CC2)cc1,96,32,98,99,8,103,-1,99,100,90,-21
Cc1occc1C(=O)NNS(=O)(=O)c1ccc(Cl)cc1,101,-9,100,100,11,99,1,104,106,101,-48
C=CCn1c(=O)/c(=C/c2ccc(F)cc2)s/c1=C(\C#N)c1nnc2n1CCCCC2,100,-2,100,98,23,98,-4,100,104,102,1
COC(=O)c1cn(NC(=O)c2ccncc2)c(=O)c2ccccc12,100,·,98,97,19,96,0,99,100,101,-8
